SENP1 inh – SENP1 (human) catalytic domain inhibition; 360,000 compounds, 0.21% hits; inhibition, % at 10 µM; recombinant SENP1 catalytic domain, CyPet-SUMO1-YPet FRET cleavage;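 active means inhibition at least 30% at 10 µM, raw YFP signal under a set limit, fluorescence ratio 0.5 to 1.5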;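 further: 0% = enzyme with DMSO and 100% = no enzyme wells; some results filed as inactive read as strong as hits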
Target sequence (Q9P0U3 419-644 limits assumed): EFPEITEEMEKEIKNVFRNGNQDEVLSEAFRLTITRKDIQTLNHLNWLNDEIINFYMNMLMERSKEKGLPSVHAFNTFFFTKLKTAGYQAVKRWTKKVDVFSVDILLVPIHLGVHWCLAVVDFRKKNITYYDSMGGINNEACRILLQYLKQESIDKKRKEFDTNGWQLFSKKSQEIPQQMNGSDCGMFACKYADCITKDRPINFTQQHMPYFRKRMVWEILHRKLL
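Compound: 10 µM single point, 0.5% DMSO; Test system: hSENP1 catalytic domain, recombinant; Timing: 50 min reaction at room temperature; Technique: FRET, CFP and YFP emission; Control set: no-enzyme wells low, DMSO-plus-enzyme wells high control.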
Apaf-1 inh – human Apaf-1 inhibition. inhibition, % at 20 µM. O14727. reconstituted apoptosome caspase-3 activity, DEVD-Rh110 fluorescence. 330,000 compounds, 0.71% hits; active means inhibition of at least 40% at 20 µM;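 further: plate controls were DMSO wells for no effect and DEVD-CHO caspase inhibitor wells for full effect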
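detection = Rh110 fluorescence intensity | test system = biochemical Apaf-1 apoptosome reconstitution | also added = cytochrome c and DEVD-Rh110 substrate | schedule = 30 min plus 50 min, RT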
HKDC1 inhibitor – HKDC1 (human) hexokinase inhibition; Q2TB90; recombinant HKDC1, G6PDH/diaphorase resazurin coupled fluorescence; inhibition, % at 20 µM; 340,000 compounds, 0.16% hits;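 active means inhibition above about 35% when tested at 20 µM, limit read from the data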;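 further: plate controls were DMSO wells with enzyme for no effect and DMSO wells lacking enzyme for full effect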
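Test system: recombinant HKDC1 (HK5) hexokinase enzyme, produced in-house / Doses: 20 µM test compound, 1% DMSO / Timing: 90 min, room temperature / Detection: G6PDH/diaphorase-coupled fluorescence, 1 mM NADP, 100 µM resazurin, 525/613 nm / Control set: DMSO wells with and without enzyme mix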
PfG6PD inh – PfG6PD (Plasmodium falciparum) enzyme inhibition. inhibition, % at 20 µM. 350,000 compounds, 0.78% hits. PfGluPho enzyme, NADPH resazurin-diaphorase fluorescence. AID 504690;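 active means inhibition reaching at least a set limit at 20 µM in the primary screen, cut at about 59% in these data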;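 further: 0% = DMSO wells with substrate and 100% = DMSO wells lacking glucose-6-phosphate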
SENP8 block-1 – SENP8 protease inhibition | 330,000 compounds, 1.2% hits | purified SENP8, Z-RLRGG-aminoluciferin cleavage, luminescence | Q96LD8 | inhibition, % at 10 µM | AID 2540; in the data active means inhibition above about 50%
Target sequence (Q96LD8 whole entry, looked up): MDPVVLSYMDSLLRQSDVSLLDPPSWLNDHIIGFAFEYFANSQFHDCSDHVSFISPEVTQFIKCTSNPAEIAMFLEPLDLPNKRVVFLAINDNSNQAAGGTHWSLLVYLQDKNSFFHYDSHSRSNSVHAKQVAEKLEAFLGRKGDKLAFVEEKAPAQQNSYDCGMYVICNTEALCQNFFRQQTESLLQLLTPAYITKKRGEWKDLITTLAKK
SENP6 block – inhibitors of human SENP6 protease; 330,000 compounds, 1.8% hits; Recombinant SENP6 catalytic domain, aminoluciferin luminescence; AID 2599; inhibition, % at 10 µM; Q9GZR1;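 active means inhibition above about 50% at the single tested dose, limit read from the data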;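 further: plate controls were DMSO wells with enzyme for no effect and DMSO wells lacking enzyme for full effect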
Target sequence (Q9GZR1 628-1112 limits assumed): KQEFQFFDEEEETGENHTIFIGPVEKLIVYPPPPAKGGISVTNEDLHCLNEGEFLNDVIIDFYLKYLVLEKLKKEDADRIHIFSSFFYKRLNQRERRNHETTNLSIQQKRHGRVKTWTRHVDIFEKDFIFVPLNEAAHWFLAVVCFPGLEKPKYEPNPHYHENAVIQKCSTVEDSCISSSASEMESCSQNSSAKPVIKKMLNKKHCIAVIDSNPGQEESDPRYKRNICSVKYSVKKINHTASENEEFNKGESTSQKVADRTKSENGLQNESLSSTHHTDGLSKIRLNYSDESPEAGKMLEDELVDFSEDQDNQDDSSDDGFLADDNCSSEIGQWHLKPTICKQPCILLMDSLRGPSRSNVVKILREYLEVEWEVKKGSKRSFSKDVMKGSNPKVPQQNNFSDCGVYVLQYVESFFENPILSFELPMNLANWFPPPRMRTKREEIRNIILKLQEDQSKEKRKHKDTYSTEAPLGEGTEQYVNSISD
SENP8 block-2 – inhibitors of human SENP8 protease | 360,000 compounds, 0.64% hits | Q96LD8 | recombinant SENP8, Nedd8 substrate fluorescence | inhibition, % at 20 µM | AID 602440; in the data active means inhibition mostly above about 40%, no sharp cut-off; inactive means mostly below about 27%
SENP7 inh – blocks the human protease SENP7; Q9BQF6; recombinant SENP7, Z-RLRGG-aminoluciferin luminescence, 40 min; inhibition, % at 5 µM; 330,000 compounds, 1.5% hits; AID 434973;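 active means inhibition above about 50% at the single test dose, limit read from the data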;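 further: plate controls were DMSO with enzyme for no effect and no enzyme buffer wells for full effect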
The depositor's hits bear a star; x = not tested or not shown.

SMILES | SENP1 inh | Apaf-1 inh | HKDC1 inhibitor | PfG6PD inh | SENP8 block-1 | SENP6 block | SENP8 block-2 | SENP7 inh
O=C1C[C@@H]2CCN3C(=O)CCC[C@@H]([C@H]23)[C@@H]1Cc1ccccc1 | 1 | 3 | 4 | 11 | x | x | 7 | 6
Cc1nnc(C)n1/N=C/c1ccc(C(C)C)cc1 | 1 | -3 | -4 | 0 | 1 | -18 | 4 | -5
Cc1cc2c(cc1C)NC1(C(=O)Nc3ccccc31)C1=C(CC(C)(C)CC1=O)N2 (stereo not drawn) | 1 | 2 | -2 | 0 | 11 | -24 | -79 | 5
CC1Cc2cc(/C(O)=C3/C(=O)C(=O)N(CCCn4ccnc4)C3c3ccc([N+](=O)[O-])cc3)ccc2O1 (stereo not drawn) | -2 | x | 4 | 2 | x | x | 11 | x
CCOc1ccc(CCNC(=O)c2sc3nc4n(c(=O)c3c2C)CCC4)cc1OCC | -2 | 5 | 3 | 9 | -6 | -9 | 2 | -9
CC(C)N(Cc1ccccc1)C(=O)c1ccc2c(c1)OCO2 | -2 | 6 | -3 | -21 | 2 | -13 | 14 | -3
COC(=O)c1ccc(COC(=O)c2ccc(N(C)C)cc2)cc1 | 2 | -7 | -8 | 11 | 5 | 2 | 3 | 0
CC1CCCCN1C(=O)c1ccc(OC2CCN(S(=O)(=O)N(C)C)CC2)cc1 (stereo not drawn) | 0 | -14 | -8 | 4 | 2 | -7 | 3 | -1
N#C/C(C(=O)N1CCOCC1)=C1/SC(Cc2ccccc2)C(=O)N1c1ccccc1 (stereo not drawn) | 37* | 2 | -1 | -11 | -2 | -4 | 12 | 0
Cc1[nH]nc2c1/C(=N\O)CC(C)(C)C2 | 4 | -9 | -7 | -3 | 0 | -16 | 30 | 9
CCO[C@H]1OC(C(=O)Nc2ccccc2)=C[C@@H](c2ccc(Br)cc2)[C@@H]1CCCO | 2 | 20 | 0 | 7 | -5 | -1 | 9 | -7
COc1ccc(NC(=O)C2CCCN(S(=O)(=O)c3c(C)[nH]c(=O)[nH]c3=O)C2)cc1 (stereo not drawn) | -2 | -17 | 12 | -47 | -3 | -5 | 22 | -1
COc1ccc(SCCC(=O)NCc2ccncc2)cc1 | 2 | -17 | 2 | -4 | 0 | -7 | 16 | 2
CCn1c(=O)c(C(=O)NNS(=O)(=O)c2ccc(C)cc2)c(O)c2ccccc21 | -1 | 15 | -7 | -1 | -5 | -11 | -11 | 1
O=C(C1CCCN(Cc2ccncc2)C1)N1CCc2ccccc2C1 (stereo not drawn) | -2 | 21 | 7 | -1 | 11 | -24 | 19 | 17
NC(=O)NC(=O)C(Nc1ccc(N2CCCCC2)cc1)c1ccccc1 (stereo not drawn) | 15 | 8 | 1 | 32 | -9 | 0 | -36 | -7
COc1ccc(Cl)cc1NC(=O)C(C)Sc1nncn1C (stereo not drawn) | 1 | 3 | -2 | -8 | -12 | -22 | 9 | 11
Cn1cccc1/C=N/n1c(-c2ccc(Cl)cc2)n[nH]c1=S | -2 | 15 | 1 | 32 | 4 | -6 | 24 | -3
CC(=O)c1cnc2n(c1=O)CCS2 | -8 | 0 | -5 | -5 | -2 | -4 | 3 | 3
Cn1c(C(=O)N2CCN(Cc3ccccc3)CC2)cc2c(=O)n(C)c3ccccc3c21 | -7 | -2 | 21 | 34 | 11 | 0 | -136 | 3
CSc1nc(NC(C)=O)nc(C)c1Cl | 0 | x | -4 | 5 | x | x | 12 | x
Cn1nc(C(F)(F)F)c(C(=O)Nc2cccc(C(F)(F)F)c2)c1SCc1ccc(Cl)cc1 | 1 | 13 | 2 | 29 | -10 | -4 | 5 | -4
C[C@H](CO)N1C[C@H](C)[C@@H](CN(C)C(=O)Nc2ccccc2)Oc2c(NC(=O)Nc3ccc(C(F)(F)F)cc3)cccc2C1=O | 3 | 23 | 3 | 14 | -4 | 0 | 11 | 5
CCCCN1C2=C(C(=O)CC(C)(C)C2)C(c2ccccc2)C2=C1c1ccccc1C2=O (stereo not drawn) | 1 | 36 | -7 | -10 | 0 | -4 | 54* | 18
CCn1c(C2CC(=O)N(Cc3ccccc3)C2)nc2ccccc21 (stereo not drawn) | 2 | -6 | -5 | 6 | 7 | -15 | 3 | -12
CCC(C)N(C(=O)COc1ccccc1C(=O)NCc1ccccc1)C1CCS(=O)(=O)C1 (stereo not drawn) | 0 | -4 | -6 | -5 | 8 | -12 | 10 | -10
Cc1nc(CNS(=O)(=O)c2ccc(Br)cc2)cs1 | 4 | -8 | 1 | 0 | 1 | -7 | 13 | -16
Cc1ccc(S(=O)(=O)N(C)c2ccc(C(=O)N(CC(C)C)C3CCS(=O)(=O)C3)cc2)cc1 (stereo not drawn) | -2 | 25 | 1 | 2 | -2 | -19 | 0 | 2
CCc1ccc2c(c1)C1(NN=C(c3cccc4ccccc34)S1)C(=O)N2 (stereo not drawn) | 9 | 16 | x | x | -4 | -5 | -110 | -7
C/C(=C\c1ccccc1)C(=O)NC1CCSC1=O (stereo not drawn) | -1 | -7 | -1 | -15 | -2 | -3 | 12 | 11

Looked up above:
PfG6PD inh, `Cn1nc(C(F)(F)F)c(C(=O)Nc2cccc(C(F)(F)F)c2)c1SCc1ccc(Cl)cc1` → 29
HKDC1 inhibitor, `CSc1nc(NC(C)=O)nc(C)c1Cl` → -4
SENP6 block, `Cn1cccc1/C=N/n1c(-c2ccc(Cl)cc2)n[nH]c1=S` → -6
SENP6 block, `C/C(=C\c1ccccc1)C(=O)NC1CCSC1=O` (stereo not drawn) → -3
SENP6 block, `CCCCN1C2=C(C(=O)CC(C)(C)C2)C(c2ccccc2)C2=C1c1ccccc1C2=O` (stereo not drawn) → -4
PfG6PD inh, `Cn1c(C(=O)N2CCN(Cc3ccccc3)CC2)cc2c(=O)n(C)c3ccccc3c21` → 34

New compounds follow:
SMILES | SENP1 inh | Apaf-1 inh | HKDC1 inhibitor | PfG6PD inh | SENP8 block-1 | SENP6 block | SENP8 block-2 | SENP7 inh
CCCc1nc2c(nnn2Cc2ccccc2)c(=O)[nH]1 | 2 | 10 | -6 | 2 | -5 | 2 | 10 | -7
COc1ccc(OC)c(S(=O)(=O)NCC(c2ccco2)S(=O)(=O)c2ccccc2)c1 (stereo not drawn) | -2 | 9 | 2 | -5 | -1 | -16 | 14 | 0
COc1ccc(-c2ocnc2C(=O)NCc2nn(-c3ccccc3)nc2C)cc1 | -1 | 4 | 3 | -1 | -5 | 14 | -93 | 0
CCN(C(=O)COC(=O)c1cccnc1SC)C1CCCCC1 | 4 | -1 | 0 | 11 | 0 | -2 | 6 | 18
O=C(COc1nsnc1N1CCOCC1)Nc1ccc(Br)cc1 | 0 | 14 | 1 | -5 | -10 | -11 | 13 | -5
COc1ccc(Cn2c(C)nc3c(c(=O)c4ccccc4n3C)c2=O)cc1 | -3 | -12 | -3 | 24 | -6 | -2 | 8 | 0
O=C(Oc1ccccc1)c1ccc(NC(=O)c2ccco2)cc1 | 0 | 18 | -4 | 46 | 66* | 7 | 5 | 91*
CCOC(=O)c1sc2nc3c(SCC(=O)O)cc(C(=O)c4cc(F)ccc4O)cn3c(=O)c2c1C | -30 | x | 1 | -19 | x | x | -220 | x
Cc1ccccc1C(=O)O/N=C(\N)c1ccncc1 | 1 | -10 | -13 | 3 | 30 | 62* | 5 | 65*
Cn1c(=O)[nH]c(=O)c2c1[nH]c(=S)n2Cc1ccc(Cl)cc1 | 3 | 0 | -7 | 51 | 8 | 5 | 18 | 5
Cc1cc(O)c2c(c1)C(=O)c1cc(O)cc(O)c1C2=O | 11 | 17 | 13 | 25 | 94* | 97* | 26 | 80*
O=C(c1c[nH]c(C(=O)C(Cl)(Cl)Cl)c1)c1c(F)cccc1F | 3 | 4 | 38* | -1 | -5 | -1 | 18 | 8
Cc1cc(C)cc(C(=O)N2CCC(C(N)=O)CC2)c1 | 2 | -7 | 1 | -9 | 3 | -4 | 20 | 0
Cc1cc(C)c(S(=O)(=O)N2CCN(C(=O)c3c(C)nn(-c4ccccc4)c3Cl)CC2)c(C)c1 | 3 | x | 2 | 2 | x | x | 35 | x
O=c1[nH]ncc(N2CCN(C(c3ccccc3)c3ccccc3)CC2)c1Cl | 4 | 19 | -4 | -30 | 0 | 3 | 19 | 0
CC(C)C[C@H](NC(=O)c1[nH]cnc1C(=O)N[C@@H](C)C(=O)OCc1ccccc1)C(=O)OCc1ccccc1 | 1 | 30 | 0 | 25 | 10 | -3 | -263 | -14
O=C(/C=C/c1ccccc1[N+](=O)[O-])N1CCN(c2ccccc2F)CC1 | -1 | 13 | -2 | 7 | 1 | 1 | 5 | 0
C=CCN1C(=O)c2ccc(C(=O)N(C)CC(=O)Nc3ccccc3Cl)cc2C1=O | 0 | 5 | -6 | -9 | 4 | -19 | 10 | 1
O=C(OCc1ccc(Cl)cc1Cl)c1cccnc1Cl | 3 | 14 | -1 | -12 | -6 | 0 | 3 | -3
O=C(c1ccnc(Cl)c1)N1CCCC(N2CCN(c3ccccc3F)CC2)C1 (stereo not drawn) | 0 | -1 | 3 | -7 | -2 | -4 | 36 | 10
O=S(=O)(Nc1cccc(-c2cn3cccnc3n2)c1)c1ccc(Cl)cc1 | -1 | 4 | 1 | -11 | 6 | -5 | -280 | 3
COc1ccccc1/C=C/C=N/NC(=O)CCn1nnc2ccccc21 | 1 | 5 | 11 | 6 | -5 | -3 | -2 | 4
CCOC(=O)c1cnn2c(C)cc(-c3ccccc3)nc12 | -3 | -9 | -6 | -14 | 5 | 3 | -231 | 0
CCOC(=O)N1CCC(Nc2c(NCCN3CCN(Cc4ccccc4)CC3)c(=O)c2=O)CC1 | 1 | -10 | -8 | 1 | 3 | -1 | 19 | -3
Cc1cc(=O)oc2c(C)cc(C(C)(C)C)cc12 | 3 | x | 0 | -11 | x | x | 5 | x
Cc1ccc(S(=O)(=O)NCC(=O)N(CC(=O)NCC2CCCO2)c2cccc(F)c2)cc1 (stereo not drawn) | 2 | -6 | 0 | -2 | 2 | -10 | 3 | 2
COc1ccc2nc(SCC(=O)NCc3ccccc3)[nH]c2c1 | 0 | -1 | -1 | -12 | 2 | 18 | 20 | 2
CC(=O)c1cccc(NC(=O)c2nc(-c3ccccc3)oc2C)c1 | -16 | 5 | 2 | 10 | 0 | -5 | 10 | 5
S=C(NCC1CCCO1)n1nnc2ccccc21 (stereo not drawn) | x | -11 | 2 | 12 | 9 | 1 | x | -6
CCCc1cc(=O)[nH]c(SCC(=O)N2c3ccccc3CC2C)n1 (stereo not drawn) | -3 | 9 | -4 | -20 | -7 | 5 | 13 | -10
CSc1ncc(C(=O)O)c(C)n1 | 2 | -5 | -8 | 2 | 3 | 7 | 8 | 1
COC(=O)CCC(=O)OC1(C)C(=O)C=C2C=C(C3CC3)N(c3cccc(C#N)c3)C=C2C1=O (stereo not drawn) | -43 | 24 | 20 | 26 | -5 | 2 | -393 | 5
O=C(Nc1cccnc1)c1cc(-c2ccc(F)cc2)on1 | 3 | -29 | 14 | -5 | 56* | 64* | 16 | 76*
O=C(CSc1ccc(Br)cc1)N1CCOCC1 | 3 | 1 | -6 | -1 | 7 | -3 | 10 | -8

Retrieved by compound from the list above, three records:
SMILES | SENP1 inh | Apaf-1 inh | HKDC1 inhibitor | PfG6PD inh | SENP8 block-1 | SENP6 block | SENP8 block-2 | SENP7 inh
O=C(Oc1ccccc1)c1ccc(NC(=O)c2ccco2)cc1 | 0 | 18 | -4 | 46 | 66* | 7 | 5 | 91*
O=C(OCc1ccc(Cl)cc1Cl)c1cccnc1Cl | 3 | 14 | -1 | -12 | -6 | 0 | 3 | -3
O=C(/C=C/c1ccccc1[N+](=O)[O-])N1CCN(c2ccccc2F)CC1 | -1 | 13 | -2 | 7 | 1 | 1 | 5 | 0

Source: PubChem
